High-throughput results (PubChem BioAssay)
NOD1 NF-kB reporter = NOD1 signaling inhibitors, primary screen, cell-based, luminescence, uHTS (AID 1578). inhibition, % at 4 µM; hits with a dose series show EC50 in µM. NOD1-driven NF-kB luciferase reporter cells, luminescence; higher % means a stronger effect. 290,000 compounds, 1% hits; in the data active = inhibition mostly above about 36%, no sharp cut-off; inactive = mostly below about 34%;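 note: HEK-293T reporter cells stimulated with the NOD1 agonist gamma-tri-DAP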
KOR beta-arrestin-1 = KOR agonists, beta-arrestin recruitment, primary screen, cell-based, luminescence, uHTS (AID 1777). one-dose activation, % at 10 µM; EC50 in µM for titrated hits. Kappa-type opioid receptor (Homo sapiens). KOR beta-arrestin recruitment, luminescence; higher % means a stronger effect. 280,000 compounds, 0.02% hits; in the data active = activation above about 50%, passing the limit was not always enough; note: a part of the inactive calls stands beside numbers as strong as those of hits
AID2073 = inhibitors of Mint1-CaV2.2 protein interaction, biochemical, HTRF (AID 2073); Voltage-dependent N-type calcium channel subunit alpha-1B (Homo sapiens); HTRF protein-protein interaction, Mint1-CaV2.2; higher % means a stronger effect; 290,000 compounds, 0.19% hits; inhibition, % at 20 µM; hits with a dose series show IC50 in µM; in the data active = inhibition mostly above about 51%, no sharp cut-off; note: some results filed as inactive read as strong as hits
GPR55 antagonists = GPR55 antagonists blocking LPI-driven arrestin recruitment, primary screen, imaging, U2OS, beta-arrestin-GFP, LPI agonist (AID 2013). G-protein coupled receptor 55 (Homo sapiens). U2OS GPR55 beta-arrestin-GFP translocation imaging, LPI antagonism; higher % means a stronger effect. one-dose inhibition, % at 10 µM; IC50 in µM for titrated hits. 290,000 compounds, 0.13% hits;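 active = spots per cell inhibited over 60%, with over 100 cells counted and total cytoplasm intensity under 500,000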;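 note: U2OS cells stably carrying GPR55 and arrestin-GFP stimulated by 5 µM LPI near EC80; imaged beta-arrestin-GFP aggregate spots per cell after agonist stimulation; plate controls were LPI-stimulated DMSO wells for no effect and DMSO wells without LPI for full effect; some results filed as inactive read as strong as hits; confirmed hits need IC50 under 10 µM and bright autofluorescent wells are also inconclusive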
GPR55 beta-arrestin = GPR55 agonists via beta-arrestin recruitment, primary screen, imaging, U2OS cells, beta-arrestin-GFP redistribution (AID 1961) | G-protein coupled receptor 55 (Homo sapiens) | U2OS GPR55 beta-arrestin-GFP redistribution imaging; higher % means a stronger effect | activation, % at 10 µM; hits with a dose series show EC50 in µM | 290,000 compounds, 0.048% hits;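 active = activation above 40% with more than 50 cells counted in the well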;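 note: U2OS osteosarcoma cells stably expressing GPR55 and beta-arrestin-GFP; plate controls were DMSO negative control for no effect and LPI positive control for full effect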
SIAH1 antagonists = Siah-1 peptide-binding antagonists, primary screen, biochemical, fluorescence polarization, rhodamine-plectin, uHTS (AID 1817). E3 ubiquitin-protein ligase SIAH1 (Homo sapiens). Siah-1 / rhodamine-plectin peptide fluorescence polarization; higher % means a stronger effect. displacement, % at 20 µM; hits with a dose series show IC50 in µM. 290,000 compounds, 0.02% hits;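 active = displacement of at least 50% at 20 µM, with a fluorescence ratio check between 0.3 and a set limit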;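 note: plate controls were Siah plus tracer with DMSO for no effect and tracer alone without Siah for full effect; strong numbers were not always called active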
KOR beta-arrestin-2 = KOR antagonists, beta-arrestin recruitment, cell-based, luminescence, uHTS (AID 1778); Kappa-type opioid receptor (Homo sapiens); KOR beta-arrestin recruitment, luminescence, antagonist mode; higher % means a stronger effect; inhibition, % at 10 µM; hits with a dose series show IC50 in µM; 290,000 compounds, 0.091% hits; in the data active = inhibition above about 50%; note: strong numbers were not always called active
HIV fusion peptide = inhibitors of HIV fusion peptide binding, primary screen, biochemical, uHTS, fluorescence dequenching (AID 1986); cell-free peptide binding, fluorescence dequenching, 30 min; higher % means a stronger effect; inhibition, % at 20 µM, or IC50 in µM where a hit was titrated; 290,000 compounds, 0.3% hits; in the data active = inhibition mostly above about 52%, no sharp cut-off; inactive = mostly below about 76%; note: some results filed as inactive read as strong as hits
GPR35 arrestin U2OS = GPR35 antagonists blocking zaprinast-driven arrestin recruitment, primary screen, imaging, U2OS, beta-arrestin-GFP, zaprinast agonist (AID 2058); G-protein coupled receptor 35 (Homo sapiens); 290,000 compounds, 0.052% hits; one-dose inhibition, % at 10 µM; IC50 in µM for titrated hits; U2OS GPR35 beta-arrestin-GFP translocation imaging, zaprinast antagonism; higher % means a stronger effect;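 active = inhibition of at least 50% with at least 30 cells and total cytoplasm GFP at most 10,000,000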
An asterisk follows results filed as active; [ ] = dose if it differs, or a comment. The list is partial (hit frequency here may not be typical).

`C/C=C\C=C/C(=O)Nc1cccc(C2=NOC3(C2)C[C@H](C(N)=O)N(C(=O)c2ccc(OC)cc2)C3)c1` (some centres not stated) gave NOD1 NF-kB reporter 2.7%, KOR beta-arrestin-1 8.1%, AID2073 23.7%, GPR55 antagonists 8.2%, GPR55 beta-arrestin 0.7%, SIAH1 antagonists -2.8%, KOR beta-arrestin-2 8.9%, HIV fusion peptide 5.2% and GPR35 arrestin U2OS 7.9%.
O=C(c1cccs1)N1CCN(S(=O)(=O)c2ccccc2)CC1 was read as NOD1 NF-kB reporter 10.5%, KOR beta-arrestin-1 -5.6%, AID2073 7.5%, GPR55 antagonists 5.0%, GPR55 beta-arrestin -0.2%, SIAH1 antagonists 1.2%, KOR beta-arrestin-2 2.7%, HIV fusion peptide -0.8% and GPR35 arrestin U2OS -1.9%.
`Cc1cccc(OCCn2c(=O)sc3ccccc32)c1` gave NOD1 NF-kB reporter -21.3%, KOR beta-arrestin-1 -5.1%, AID2073 3.4%, GPR55 antagonists 11.9%, GPR55 beta-arrestin -0.1%, SIAH1 antagonists 4.3%, KOR beta-arrestin-2 8.0%, HIV fusion peptide -3.1% and GPR35 arrestin U2OS 0.4%.
O=C(Nc1ccccc1)C1=C[C@H](c2ccc3c(c2)OCO3)C[C@H](OCc2ccc(CO)cc2)O1 was read as NOD1 NF-kB reporter -8.4%, AID2073 2.1%, GPR55 antagonists 10.3%, GPR55 beta-arrestin -0.2%, SIAH1 antagonists -5.0%, KOR beta-arrestin-2 16.8%, HIV fusion peptide -1.6% and GPR35 arrestin U2OS 1.8%.
O=C(NC(c1ccccc1)C(Cl)(Cl)Cl)c1ccccc1 (configuration not stated) was read as NOD1 NF-kB reporter -5.7%, KOR beta-arrestin-1 4.1%, AID2073 -1.8%, GPR55 antagonists 13.5%, GPR55 beta-arrestin -0.2%, SIAH1 antagonists 4.0%, KOR beta-arrestin-2 -5.2%, HIV fusion peptide -0.3% and GPR35 arrestin U2OS 0.0%.
COC(=O)c1ccccc1NC(=O)CN1CCC(n2nnc3cc(C(F)(F)F)ccc32)CC1 was read as NOD1 NF-kB reporter -13.7%, AID2073 -8.1%, GPR55 antagonists -3.5%, GPR55 beta-arrestin -0.1%, SIAH1 antagonists -3.6%, KOR beta-arrestin-2 -9.1%, HIV fusion peptide -3.4% and GPR35 arrestin U2OS -6.9%.
Screening O=C1CC(C(=O)Nc2nccs2)C(c2ccccc2)O1 (configuration not stated) returned NOD1 NF-kB reporter -12.5%, KOR beta-arrestin-1 2.5%, AID2073 2.5%, GPR55 antagonists 9.2%, GPR55 beta-arrestin 0.6%, SIAH1 antagonists 2.8%, KOR beta-arrestin-2 -8.8%, HIV fusion peptide 1.3% and GPR35 arrestin U2OS -7.1%.
For COc1cccc(C(=O)Nc2nnc(-c3cccs3)s2)c1 the results were NOD1 NF-kB reporter 7.5%, KOR beta-arrestin-1 0.3%, AID2073 15.9%, GPR55 antagonists 6.9%, GPR55 beta-arrestin 0.0%, SIAH1 antagonists -0.1%, KOR beta-arrestin-2 -29.9%, HIV fusion peptide 0.9% and GPR35 arrestin U2OS 6.4%.
Cc1noc(C)c1C(=O)N1CCC(C(=O)c2ccccc2)CC1 was read as NOD1 NF-kB reporter 7.5%, KOR beta-arrestin-1 -0.9%, AID2073 10.5%, GPR55 antagonists 7.4%, GPR55 beta-arrestin 0.1%, SIAH1 antagonists 5.8%, KOR beta-arrestin-2 2.5%, HIV fusion peptide 0.7% and GPR35 arrestin U2OS 6.4%.
OCCC1CN(Cc2cnc(-c3ccc(Cl)cc3)nc2)CCN1C1CCCC1 (configuration not stated) was read as NOD1 NF-kB reporter 0.6%, KOR beta-arrestin-1 -0.5%, AID2073 1.2%, GPR55 antagonists -4.3%, GPR55 beta-arrestin -0.2%, SIAH1 antagonists 12.1%, KOR beta-arrestin-2 -7.5%, HIV fusion peptide 2.2% and GPR35 arrestin U2OS 13.5%.
Screening CCOC(=O)Cc1c(C)nc2c(C#N)c(C)nn2c1C returned NOD1 NF-kB reporter -23.1%, KOR beta-arrestin-1 0.5%, AID2073 14.2%, GPR55 antagonists -5.5%, GPR55 beta-arrestin -0.2%, SIAH1 antagonists 0.5%, KOR beta-arrestin-2 31.1%, HIV fusion peptide -1.9% and GPR35 arrestin U2OS -8.8%.
O=C(Nc1ccc2ncccc2c1)c1cccc(Br)c1 was read as NOD1 NF-kB reporter -46.9%, AID2073 10.3%, GPR55 antagonists -2.0%, GPR55 beta-arrestin -0.3%, SIAH1 antagonists -1.7%, KOR beta-arrestin-2 -10.7%[20 µM], HIV fusion peptide -0.1% and GPR35 arrestin U2OS -2.0%.
Screening COc1cccc(-c2cc(C(=O)Nc3cnn(Cc4ccc(F)cc4)c3)no2)c1 returned NOD1 NF-kB reporter -45.2%, KOR beta-arrestin-1 -1.2%, AID2073 13.4%, GPR55 antagonists 17.9%, GPR55 beta-arrestin -0.1%, SIAH1 antagonists -2.7%, KOR beta-arrestin-2 -19.1%, HIV fusion peptide 3.7% and GPR35 arrestin U2OS 15.6%.
For COc1ccc(-c2ccc(SCc3cccnc3)nn2)cc1OC the results were NOD1 NF-kB reporter -16.8%, KOR beta-arrestin-1 -0.6%, AID2073 6.9%, GPR55 antagonists 8.6%, GPR55 beta-arrestin 0.2%, SIAH1 antagonists 14.5%, KOR beta-arrestin-2 -10.6%, HIV fusion peptide 1.9% and GPR35 arrestin U2OS 2.9%.
Screening O=[N+]([O-])c1ccc2c(c1)ncn2CCc1ccccc1 returned NOD1 NF-kB reporter -48.7%, KOR beta-arrestin-1 -7.6%, AID2073 -7.9%, GPR55 antagonists -11.1%, GPR55 beta-arrestin 0.4%, SIAH1 antagonists -1.3%, KOR beta-arrestin-2 12.5%[20 µM], HIV fusion peptide -1.5% and GPR35 arrestin U2OS -1.0%.
CCOc1ccc(NC(=O)CN2CCC(NC(=O)C3CCCCC3)CC2)cc1 was read as NOD1 NF-kB reporter -12.0%, KOR beta-arrestin-1 -8.9%, AID2073 -10.0%, GPR55 antagonists 2.5%, GPR55 beta-arrestin 0.6%, SIAH1 antagonists 2.2%, KOR beta-arrestin-2 -28.7%, HIV fusion peptide 0.2% and GPR35 arrestin U2OS 0.4%.
O=C(c1cccc(F)c1)N1CCC2(CC1)NCCc1[nH]cnc12 was read as NOD1 NF-kB reporter -21.0%, KOR beta-arrestin-1 -3.5%, AID2073 13.4%, GPR55 antagonists 9.4%, GPR55 beta-arrestin -0.2%, SIAH1 antagonists 3.8%, KOR beta-arrestin-2 -7.2%, HIV fusion peptide 0.3% and GPR35 arrestin U2OS -7.7%.
`COc1cccc(OC)c1C(=O)N1CCN=C1SCc1cccnc1` gave NOD1 NF-kB reporter -19.0%, KOR beta-arrestin-1 2.8%, AID2073 -7.1%, GPR55 antagonists -1.5%, GPR55 beta-arrestin -0.2%, SIAH1 antagonists -1.0%, KOR beta-arrestin-2 -3.5%, HIV fusion peptide 1.8% and GPR35 arrestin U2OS 22.2%.
Screening O=C1c2ccccc2C(Nc2ccc(Cl)cc2)N1CCN1CCOCC1 (configuration not stated) returned NOD1 NF-kB reporter 13.9%, KOR beta-arrestin-1 0.3%, AID2073 -4.3%, GPR55 antagonists 0.6%, GPR55 beta-arrestin -0.1%, SIAH1 antagonists -7.2%, KOR beta-arrestin-2 45.3%, HIV fusion peptide -2.6% and GPR35 arrestin U2OS -4.8%.
`CC(C)c1cc(CNC(=O)CC2C(=O)NCCN2CC2CCCCC2)on1` (configuration not stated) gave NOD1 NF-kB reporter -17.3%, KOR beta-arrestin-1 0.1%, AID2073 11.1%, GPR55 antagonists 4.5%, GPR55 beta-arrestin 0.3%, SIAH1 antagonists 5.4%, KOR beta-arrestin-2 -31.1%, HIV fusion peptide 0.2% and GPR35 arrestin U2OS -2.0%.
`Cc1ccc(C(=O)NC(C(=O)NC2CCCC2)c2ccccc2)cc1` (configuration not stated) gave NOD1 NF-kB reporter -8.9%, KOR beta-arrestin-1 5.0%, AID2073 5.9%, GPR55 antagonists 7.1%, GPR55 beta-arrestin -0.1%, SIAH1 antagonists -1.9%, KOR beta-arrestin-2 -12.2%, HIV fusion peptide 2.8% and GPR35 arrestin U2OS -6.7%.
`CC1CCN(c2ccc(NC(=S)NC(=O)c3ccco3)cc2)CC1` gave NOD1 NF-kB reporter 2.2%, KOR beta-arrestin-1 1.6%, AID2073 -23.3%, GPR55 antagonists 16.0%, GPR55 beta-arrestin -0.1%, SIAH1 antagonists -0.8%, KOR beta-arrestin-2 10.7%, HIV fusion peptide 2.1% and GPR35 arrestin U2OS -0.1%.
Cc1ccc(/C=N/NC(=O)c2cc(-c3ccncc3)nc3ccccc23)o1 was read as NOD1 NF-kB reporter -27.2%, KOR beta-arrestin-1 1.6%, AID2073 1.9%, GPR55 antagonists -33.4%, GPR55 beta-arrestin 0.0%, SIAH1 antagonists 5.7%, KOR beta-arrestin-2 -87.6%, HIV fusion peptide -1.2% and GPR35 arrestin U2OS 2.0%.
For Cc1ccccc1N(Cc1ccccc1F)S(C)(=O)=O the results were NOD1 NF-kB reporter 7.5%, KOR beta-arrestin-1 12.0%, AID2073 -4.3%, GPR55 antagonists 0.3%, GPR55 beta-arrestin -0.1%, SIAH1 antagonists -5.8%, KOR beta-arrestin-2 -9.5%, HIV fusion peptide -1.1% and GPR35 arrestin U2OS 9.3%.
`O=C(O)CN1C(=O)/C(=C\c2cc(Br)ccc2OCc2ccc([N+](=O)[O-])cc2)SC1=S` gave NOD1 NF-kB reporter -18.7%, KOR beta-arrestin-1 -4.6%, AID2073 -8.2%, GPR55 antagonists 11.9%, GPR55 beta-arrestin -0.1%, SIAH1 antagonists 3.3%, KOR beta-arrestin-2 -7.0%, HIV fusion peptide 10.1µM* and GPR35 arrestin U2OS -9.5%.
O=C(Nc1nc(-c2ccc(Cl)s2)cs1)c1cccs1 was read as NOD1 NF-kB reporter 12.8%, KOR beta-arrestin-1 0.0%, AID2073 15.1%, GPR55 antagonists -6.3%, GPR55 beta-arrestin 0.0%, SIAH1 antagonists 1.2%, KOR beta-arrestin-2 -3.4%, HIV fusion peptide 0.5% and GPR35 arrestin U2OS 4.5%.
`CCC(=O)Oc1ccc2c(=O)c(-c3ccc4ccccc4n3)c(CC)oc2c1C` gave NOD1 NF-kB reporter -13.5%, KOR beta-arrestin-1 4.2%, AID2073 -0.5%, GPR55 antagonists -1.8%, GPR55 beta-arrestin -0.2%, SIAH1 antagonists 2.9%, KOR beta-arrestin-2 -12.7%, HIV fusion peptide -0.4% and GPR35 arrestin U2OS 5.1%.
